# GBA activity up – increases beta-glucosidase activity in Gaucher fibroblasts; 30,000 tested, 0.44% active; activation, % at 10 µM; AID 784; P04062; L444P Gaucher fibroblasts, 4-MU-glucoside fluorescence, 3 days; in the data active = activation above about 65%;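 also: 0% = vehicle wells and 100% = positive control wells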
# Target sequence (P04062 whole entry L483P): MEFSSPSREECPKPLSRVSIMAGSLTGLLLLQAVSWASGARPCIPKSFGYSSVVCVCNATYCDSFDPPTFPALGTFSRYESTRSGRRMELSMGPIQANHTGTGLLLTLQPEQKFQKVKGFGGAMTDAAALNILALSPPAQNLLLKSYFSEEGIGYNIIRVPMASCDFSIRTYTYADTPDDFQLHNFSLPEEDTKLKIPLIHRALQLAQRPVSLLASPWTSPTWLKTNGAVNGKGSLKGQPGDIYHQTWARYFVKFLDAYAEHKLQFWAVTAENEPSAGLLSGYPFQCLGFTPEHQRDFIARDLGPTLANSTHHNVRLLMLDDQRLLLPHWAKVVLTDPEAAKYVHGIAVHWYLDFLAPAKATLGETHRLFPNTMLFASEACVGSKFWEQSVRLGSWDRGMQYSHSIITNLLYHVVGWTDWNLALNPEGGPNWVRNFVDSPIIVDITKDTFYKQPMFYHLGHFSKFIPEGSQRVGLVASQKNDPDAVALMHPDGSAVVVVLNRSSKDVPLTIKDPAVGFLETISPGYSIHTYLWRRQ
# Starred values were filed as active, the others as inactive. Not all compounds are listed; rates above refer to the full screens.
SMILES,GBA activity up
O=c1[nH]c(=O)n(C2CCCCCC2)c(O)c1C=NCC1CCCO1 (centres undefined),-23.3
CCCCn1c(=O)c(C(=O)NCc2ccncc2)c(O)c2ccccc21,-7.6
O=C(c1ccc(CS(=O)(=O)c2ccccc2)o1)N1CCC2(CC1)OCCO2,-4.2
C[C@H]1CCCC(=O)CCC/C=C/c2cc(O)cc(O)c2C(=O)O1,-6.3
O=P1(NC2CCCC2)COc2ccccc2OC1,6.9
O=C(Cn1ncc2c3ccccc3n(Cc3ccccc3F)c2c1=O)N1CCC2(CC1)OCCO2,-14.7
CC1(C)CN=C(NCc2ccccc2Cl)S1,-3.3
CC(C)C[C@H](NC(=O)[C@@H]1CCCN1C(=O)[C@@H](N)Cc1ccc(O)cc1)C(=O)NCC(N)=O,-8.6
COc1cc(OC)cc(-n2nc(C(=O)N3CCC4(CC3)OCCO4)c3ccccc3c2=O)c1,-33.4
O=C(Cc1ccc(Br)cc1)N1CCN(Cc2ccccc2)CC1,-13.3
O=C(CN1CCN(Cc2cccc(Cl)c2)C1=O)N1CCC2(CC1)OCCO2,-29.3
CCOc1ccccc1N=C1SCCCN1C,-9.4
CCCCc1nc2ccccc2c(=O)n1-c1ccc(O)cc1,-3.9
Cc1nnc(SCc2nc3ccccc3c(=O)n2-c2ccccc2Cl)n1N,-29.4
O=C(Cn1ncc2ccccc21)N1CCC2(CC1)OCCO2,0.7
CC1(C)C2CC=C(CN3CCOCC3)C1C2 (centres undefined),-0.5
O=c1cccc2n1CC1CC2CN(c2ncnc3c2cnn3-c2ccccc2)C1 (centres undefined),-23.6
CCOC(=O)c1c(N)n(Cc2ccco2)c2nc3ccccc3nc12,7.2
COc1cccc(-c2cc(C(F)(F)F)n3nc(C(=O)N4CCC5(CC4)OCCO5)cc3n2)c1,1.9
O=C1CC[C@@]2(O)[C@H]3Cc4ccc(O)c5c4[C@@]2(CCN3CC2CC2)[C@H]1O5,-8.6
Cc1ccc2c(c1)C1CN(C)CCC1N2C(=O)Cc1cccs1 (centres undefined),-24.0
O=C(CCS(=O)(=O)c1ccc(Br)cc1)N1CCC2(CC1)OCCO2,46.8
CC(C)CC(NC(=O)C1CCCCC1)C(=O)N1CCC2(CC1)OCCO2 (centres undefined),24.3
C#C[C@]1(O)CC[C@H]2[C@@H]3CCC4=CC(=O)CC[C@]4(C)[C@H]3CC[C@@]21C,-3.1
C=CCn1c(O)c(C(C)=NCc2cc(OC)cc(OC)c2)c(=O)[nH]c1=O,-21.3

# 2 of the compounds above, with each value named:
molecule: CCCCn1c(=O)c(C(=O)NCc2ccncc2)c(O)c2ccccc21
- GBA activity up: -7.6

molecule: O=C(c1ccc(CS(=O)(=O)c2ccccc2)o1)N1CCC2(CC1)OCCO2
- GBA activity up: -4.2

# Carrying on.
SMILES,GBA activity up
O=C(Cc1ccccc1)N1CCN(Cc2c[nH]c3ccccc23)CC1,-11.4
CC(C)n1nnnc1CN1CCN(C)CC1,-6.0
O=C(c1cc2c(s1)CCCC2)N1CCC2(CC1)OCCO2,-32.9
CCOC(=O)c1c(C)n(COCCO)c2ccc(O)cc12,-9.8
O=C1NC(=O)N(C2CCCCC2)C(=O)C1C1c2ccccc2C(=O)N1Cc1ccccc1 (centres undefined),-54.8
O=C1C2CCCN2C(c2cccs2)N1c1ccccn1 (centres undefined),-40.8
Cc1c(C(=O)N2CCC3(CC2)OCCO3)oc2ccccc12,-34.3
OC1(c2ccccc2F)CC2CCC(C1)N2CCN1CCOCC1 (centres undefined),4.2
Cn1c(C(=O)O)c(CC(=O)N2CCN(Cc3ccccc3)CC2)c2ccccc21,-2.5
CC(=NCC1CCCO1)c1c(O)n(-c2ccc(Cl)cc2)c(=O)[nH]c1=O (centres undefined),5.5
CN(C)C1(c2nnnn2CCOC(=O)Nc2ccc(Cl)cc2)CCCCC1,-23.2
COC1=CC(=O)OC(/C=C/c2ccccc2)C1 (centres undefined),-16.3
CCC(=NCc1ccco1)c1c(O)n(-c2ccccc2)c(=O)[nH]c1=O,-20.8
Cc1sc2ncn(CC(=O)N3CCC4(CC3)OCCO4)c(=O)c2c1C,-14.4
COc1cccc(OCC(=O)N2CCN(C)CC2)c1,-17.0
Cc1ccc2c(c1)C1CN(C)CCC1N2C(=O)c1ccc(Br)o1 (centres undefined),-49.9
CC(=O)Nc1ccc(OC(=O)N(C)c2ccccc2)cc1,-10.5
Cc1ccc(Cn2c(C)c3cnn(CC(=O)N4CCC5(CC4)OCCO5)c(=O)c3c2C)cc1,-16.7
C=CCOC(=O)C1=C(C)OC(N)=C(C(=O)OCC)C12C(=O)N(CC(N)=O)c1ccccc12 (centres undefined),-0.7
Cc1ccc2c(c1)C1CN(C)CCC1N2C(=O)Cn1cnc2c1c(=O)n(C)c(=O)n2C (centres undefined),-2.7
Cc1ccc(-n2c(O)c(C=Nc3ccccc3N)c(=O)[nH]c2=O)cc1C,-7.0
Clc1ccc(COC(Cn2ccnc2)c2ccc(Cl)cc2Cl)cc1 (centres undefined),-2.8
CN1CCN(CC(=O)Nc2ccc(Cl)cc2C(=O)c2ccccc2)CC1,-23.9
CCOc1cccc(C2NCc3ccccc3-n3cccc32)c1O (centres undefined),-13.1
COc1ccccc1CN1CCCCC1c1cccnc1 (centres undefined),-26.7

# Next section
SMILES,GBA activity up
O=c1c2ccccc2nc(CN2CCCCCC2)n1-c1ccc(F)cc1,-12.4
CCOC(=O)c1c(C)n(Cc2ccccc2)c2ccc(OCC(O)CN3C(=O)CNC3=O)cc12 (centres undefined),8.1
C=CCn1c(O)c(C(CC)=NCCCO)c(=O)[nH]c1=O,-8.2
O=C(C1CC(=O)N(C2CCCCC2)C1)N1CCC2(CC1)OCCO2 (centres undefined),39.5
CC(C)n1cc(C(=O)N(CC(=O)NC2CCCC2)Cc2ccccc2)cn1,14.6
c1ccc2oc(N3CCNCC3)nc2c1,-4.8
CN1CCC(N(C)c2nc(-c3ccccc3)nc3ccccc23)CC1,-121.9
O=C(Cc1ccccc1)Oc1ccccc1N1C(=O)CCC1=O,-16.1
NCC1(CC(=O)O)CCCCC1,-31.5
CCCC1(CCC)C(=O)NC(=NCc2ccccc2)NC1=O,-62.1
O=C(CCn1c(=O)oc2ccccc21)N1CCC2(CC1)OCCO2,-60.7
FC(F)(F)/C(=N\P(=S)(N1CCOCC1)N1CCOCC1)N1CCOCC1,-4.4
Nc1ccccc1N=Cc1c(O)n(CCC2=CCCCC2)c(=O)[nH]c1=O,-51.2
CC(=O)Nc1ccccc1OC(=O)N(C)C,-7.5
CN(C)C(=O)Oc1ccc(OC(=O)N(C)C)cc1,10.7
Cc1cccnc1-n1c(CN2C(=O)c3ccccc3C2=O)nc2ccccc2c1=O,-8.5
CC1=CC(=O)C2=C(C)CC(O)C3C(C)C(=O)OC3C12 (centres undefined),-15.0
CCC(C)N1C(=O)NC(=O)C2(Cc3cc(C)ccc3N(C)C2)C1=O (centres undefined),8.4
CC(=NCCC1=CCCCC1)c1c(O)[nH]c(=O)[nH]c1=O,8.3
Cc1ccc2cccc(OC(=O)N3CCCC3)c2n1,-4.8
CCOC(=O)c1c(N)n(CCCOC(=O)c2ccco2)c2nc3ccccc3nc12,9.4
Cc1nn(CCC#N)c2c1P(=S)(N1CCCC1)OC(c1ccc(F)cc1)=N2 (centres undefined),-3.0
Cc1nn(-c2ccccc2)c(Cl)c1C1C(C#N)=C(N)Oc2c1c(=O)oc1ccccc21 (centres undefined),36.4
CN1CCC(n2nccc2N)CC1,10.3
COCCOC(=O)C1=C(N)Oc2c(c(=O)oc3ccccc23)C1c1ccncc1 (centres undefined),-27.9

# 3 structures from above, ordered by count of non-hydrogen atoms, rising:
SMILES,GBA activity up
O=C(C1CC(=O)N(C2CCCCC2)C1)N1CCC2(CC1)OCCO2 (centres undefined),39.5
FC(F)(F)/C(=N\P(=S)(N1CCOCC1)N1CCOCC1)N1CCOCC1,-4.4
CCOC(=O)c1c(C)n(Cc2ccccc2)c2ccc(OCC(O)CN3C(=O)CNC3=O)cc12 (centres undefined),8.1

# Additional results follow:
SMILES,GBA activity up
Cc1ccc2c(c1)CC1(CN2C)C(=O)NC(=O)N(c2cc(C)ccc2C)C1=O (centres undefined),-8.7
CC(C)c1ccc(O)c(CN2CCN(c3ccccc3)CC2)c1,-1.0
OCC1(CO)COC(c2cccnc2)N1 (centres undefined),-4.0
CC1CCCC(C2(O)C(=O)Nc3ccccc32)C1=O (centres undefined),-6.8
CN1CCN(C(=O)OC2c3nccnc3C(=O)N2c2ccc(Cl)cn2)CC1 (centres undefined),-27.8
OC12Oc3ccccc3C=C1N1CCC2CC1 (centres undefined),-32.3
CN1C(=O)C(Cc2c[nH]c3ccccc23)C(=O)N(C)C1=O,-16.3
CC1CN(O)C2CCc3nonc3C12O (centres undefined),17.8
CC(C)c1ccc(OCC(=O)N2CCN(C)CC2)c(Br)c1,-53.8
COc1ccc(OC)c([C@@H](O)[C@H](C)NC(C)(C)C)c1,-31.3
O=C(NC(Cc1ccccc1)C(=O)N1CCC2(CC1)OCCO2)C1CCCCC1 (centres undefined),-9.8
Cn1c[n+](C)cc1C(O)c1ccccc1 (centres undefined),-12.8
COC(=O)CC1=C(C(=O)OC)C2(C(=O)N(C)c3ccccc32)C(C#N)=C(N)O1 (centres undefined),-4.8
O=C1NC(=O)C(CCc2ccncc2)(C2CCCCC2)C(=O)N1,0.4
CCOC(=O)C1=C(N)Oc2cc(C)oc(=O)c2C12C(=O)N1c3c(cccc32)C(C)CC1(C)C (centres undefined),-10.5
CCOC(=O)C1=C(C)OC(N)=C(C(=O)OCC)C12C(=O)Nc1ccc(Br)cc12 (centres undefined),-7.2
Cc1ccccc1N1C(=O)CC(=O)NC1=O,-10.6
CC(=NCC1CCCO1)c1c(O)n(C)c(=O)n(C)c1=O (centres undefined),5.6
O=C(C1CCC(=O)N1Cc1ccc(F)cc1)N1CCC2(CC1)OCCO2 (centres undefined),-1.9
CCCC(C)C1(CC)C(=O)NC(=Nc2ccccc2OC)NC1=O (centres undefined),-1.9
CC12CN3CC(C)(CN(C1)C31CCSCC1)C2=O,-2.4
COC(=O)CSC1=NP(=S)(SCC(=O)OC)N2CCCC2=C1C#N (centres undefined),-41.9
CC(C)(C)c1ccc(O)c(CN2CCN(c3ccccc3)CC2)c1,-7.3
Cn1ccnc1P(=S)(c1nccn1C)c1nccn1C,4.7
CC(=NCCN1CCOCC1)c1c(O)n(C2CCCCC2)c(=O)[nH]c1=O,-2.2

# Shown with each value named: entries from further up
Cc1cccnc1-n1c(CN2C(=O)c3ccccc3C2=O)nc2ccccc2c1=O
- GBA activity up = -8.5
CC1=CC(=O)C2=C(C)CC(O)C3C(C)C(=O)OC3C12 (centres undefined)
- GBA activity up = -15.0
CCC(C)N1C(=O)NC(=O)C2(Cc3cc(C)ccc3N(C)C2)C1=O (centres undefined)
- GBA activity up = 8.4
CC(=NCCC1=CCCCC1)c1c(O)[nH]c(=O)[nH]c1=O
- GBA activity up = 8.3

# (next part)
SMILES,GBA activity up
CN(C)c1ccc(NC(=O)CN2C(=O)CN=C(c3ccccc3)c3ccccc32)cc1,28.2
CCC(=O)N1c2ccc(S(=O)(=O)CCC(=O)N3CCC4(CC3)OCCO4)cc2CC1C (centres undefined),37.0
CC(=NCc1ccco1)c1c(O)n(Cc2ccccc2)c(=O)[nH]c1=O,-12.8
Nc1ccccc1C(=O)OCCOc1ccccc1,8.2
COC(=NC1CCCC1)C(O)c1c[nH]c2ccccc12 (centres undefined),3.5
CCN1CCC2(CCNC2)C1 (centres undefined),26.6
O[C@@H]1CCCC[C@H]1N1CCC(c2ccccc2)CC1,12.6
OCCN1C2CCC1CC(O)(c1ccc(F)cc1)C2 (centres undefined),0.8
COc1ccc(CCNCc2ccccn2)cc1OC,-7.7
CC(=NCCCn1ccnc1)c1c(O)n(C)c(=O)n(C)c1=O,8.4
CN=C(SCc1ccccc1)c1c(O)n(C)c(=O)n(C)c1=O,2.8
O=C1CC(=O)N(c2ccc3c(c2)OCO3)C(=O)N1,81.0*
O=P(O)(O)COc1ccccc1O,-6.7
Nc1nnc(CCN2CCCCC2)s1,24.6
CNC(=O)ON(C(=O)NC)C1N(C)C(=S)SC1(C)C (centres undefined),-13.7
Cc1ccc(C2N(c3cc(C)on3)C(=O)C3CCCN32)cc1 (centres undefined),-19.6
CN1CCC(N(C)c2ncnc3ccc(Br)cc23)CC1,-22.1
COCc1cc(C2SCC(=O)Nc3c2c(=O)[nH]n3C(C)C)ccc1OC (centres undefined),-41.1
C=CCn1c(O)c(C=Nc2ccc(OC)cc2C)c(=O)[nH]c1=O,-16.1
O=C(C(Cc1ccccc1)NS(=O)(=O)c1cccc2nsnc12)N1CCC2(CC1)OCCO2 (centres undefined),-1.8
O=C(CNS(=O)(=O)c1ccc(Br)s1)N1CCC2(CC1)OCCO2,-9.9
COc1ccc(OC)c(C(O)C(C)N)c1 (centres undefined),-41.3
Cc1ccc(OCC(=O)N2CCN(CC3CC4C=CC3C4)CC2)cc1 (centres undefined),-5.4
CC(c1ccccc1)n1cncc1C(=O)N1CCCC1=O (centres undefined),9.9
O=C(Cc1ccccc1)Oc1cccc(N2C(=O)CCC2=O)c1,-1.4

# The final three entries of the section before open the next one.
SMILES,GBA activity up
Cc1ccc(OCC(=O)N2CCN(CC3CC4C=CC3C4)CC2)cc1 (centres undefined),-5.4
CC(c1ccccc1)n1cncc1C(=O)N1CCCC1=O (centres undefined),9.9
O=C(Cc1ccccc1)Oc1cccc(N2C(=O)CCC2=O)c1,-1.4
Cc1cccc(CS(=O)(=O)Cc2ccc(C(=O)N3CCC4(CC3)OCCO4)o2)c1,22.9
CCOC(=O)C1=C(N)Oc2cc(C)oc(=O)c2C12C(=O)N1c3c(cc(OC)cc32)C(C)=CC1(C)C (centres undefined),-4.4
CCOCCCN=Cc1c(O)n(Cc2ccccc2)c(=O)[nH]c1=O,-23.7
O=C(c1cc2nc(-c3ccccc3)cc(-c3ccccc3)n2n1)N1CCC2(CC1)OCCO2,-0.5
Cc1ccc(C2C(S(C)(=O)=O)=C(O)C(=O)N2c2ccccc2)cc1 (centres undefined) (tested in a mixture with another compound),-13.9
CCC(=NCc1ccco1)c1c(O)n(C2CCCCC2)c(=O)[nH]c1=O,-1.7
CCC(=NCCCN(C)C)c1c(O)n(-c2ccc(OC)cc2)c(=O)[nH]c1=O,-12.0
